High-throughput results deposited in PubChem BioAssay by National Center for Advancing Translational Sciences (NCATS).
PTAP TSG101 blk = qHTS Assay for Iinhibitors of HIV-1 Budding by Blocking the Interaction of PTAP/TSG101; Fluorescence polarization, FITC-PTAP peptide / Tsg101 binding; Tumor susceptibility gene 101 protein (Homo sapiens), Q99816; 340,000 tested, under 10 active; Potency, µM (titrated, usually from 115 µM), for inactives: at the highest dose activity change, negative = inhibition, most hits filed as inhibitors; active = well fitted inhibition curve with a large enough effect in the main read-out, with a control signal flat, not every such curve was filed as active; inconclusive = small, poorly fitted or top-dose-only effect, or effect the other way, or a change in a side signal; inactive = no such curve, though single readings can be large or run the other way; note: potency is the fitted concentration of half-maximal effect; % of control where 0% means no effect
Target sequence (Q99816 whole entry, looked up): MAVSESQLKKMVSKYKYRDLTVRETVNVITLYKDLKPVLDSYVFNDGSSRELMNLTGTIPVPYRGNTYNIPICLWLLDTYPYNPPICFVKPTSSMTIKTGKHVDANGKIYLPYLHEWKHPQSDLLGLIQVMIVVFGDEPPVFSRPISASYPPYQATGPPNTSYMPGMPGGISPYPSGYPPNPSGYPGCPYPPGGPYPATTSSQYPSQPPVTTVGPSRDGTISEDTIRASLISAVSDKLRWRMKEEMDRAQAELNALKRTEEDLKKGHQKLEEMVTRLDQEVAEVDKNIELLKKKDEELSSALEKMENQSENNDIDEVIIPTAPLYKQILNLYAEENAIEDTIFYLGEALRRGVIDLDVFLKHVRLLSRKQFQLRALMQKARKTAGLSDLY
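Compounds were pin-transferred onto Tsg101 binding domain (10 uM final) in HEPES pH 7.5 buffer, then FITC-PTAP peptide was added at 50 nM final. After 20 min at RT, polarization reported peptide displacement across a qHTS concentration series.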
USP2a block = qHTS Assay for Inhibitors of Ubiquitin-specific Protease USP2a Using CHOP2 as the Reporter. Potency, µM (doses to about 38.3 µM), for the others: top-dose activity change, negative = inhibition, hits mostly inhibitors. AID 463254, 2010. USP2 core, Ub-CHOP2 coupled fluorogenic reporter, 485/531. 0.01% of 330,000 active. Ubiquitin carboxyl-terminal hydrolase 2 (Homo sapiens), O75604;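 note: potency is the fitted concentration of half-maximal effect; plate controls were DMSO wells for no effect and full inhibition by NEM control for full effect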
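USP2 core (10nM final) preincubated 30min RT with compound in 20mM Tris-HCl pH 8.0, 2mM CaCl2, 2mM beta-mercaptoethanol, 0.05% CHAPS; 25nM Ub-CHOP2 plus 25nM reporter substrate added, fluorescence (Ex485/Em531) read after 60min.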
Integrin act MD = qHTS for Activators of Integrin-Mediated Alleviation for Muscular Dystrophy; alpha7betagal myoblasts, beta-gal FDG fluorescence, 48 h; Potency, µM (titrated, usually from 38.3 µM), without a hit: at the top dose activation, most hits filed as activators; AID 624291, 2012; 0.064% of 350,000 active;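 note: potency is the fitted concentration of half-maximal effect; 100% = response of the positive control SU9516; nearly all actives have a fitted effect of over 60% in size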
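Alpha7betagal+/- myoblasts (passage 13) were plated 16-24 hr, then exposed to compounds (1:260 dilution of DMSO stock) for 48 hours at 37C. After MPER lysis, β-galactosidase reporter activity was read as FDG fluorescence (ex 480/em 540) after 30 minutes.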
Eya2 phos inh = qHTS Assay for Inhibitors of the Phosphatase Activity of Eya2. Potency, µM (highest dose often 76.9 µM), without a hit: at the top dose activity, negative = inhibition, hits mostly inhibitors. 0.006% of 330,000 active. AID 488837, 2010. Protein phosphatase EYA2 (Homo sapiens), O00167. recombinant Eya2, OMFP fluorescence dephosphorylation (OMFP is methylfluorescein phosphate); note: potency is the fitted concentration of half-maximal effect; % is set by controls: 0 for no effect and ±100 for the full control effect
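Eya2 protein (added as 0.2 uM solution) was preincubated with compound for 10 min at ambient temperature in 50 mM HEPES pH 7.5, 50 mM NaCl, 5 uM MgCl2, 0.05% BSA, 1 mM DTT. OMFP (added at 50 uM) then reacted 10 min; fluorescence read at 485/525 nm.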
TRPV1 agonist = HTS Assay for Compounds that Act as Agonists of the Vanilloid Receptor 1. Transient receptor potential cation channel subfamily V member 1 (Homo sapiens), Q8NER1. TRPV1-expressing cells, Fluo-8 calcium influx, agonist mode. activation, % at 8.33 µM. 0.19% of 320,000 active. AID 540275, 2011; in the data active = activation above about 80%; inconclusive = between about 30% and that limit; note: 0% is about no effect
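Fluo-8 calcium influx in TRPV1-expressing cells, kinetic read (ex 480/em 520 nm). Compound added and read 3 min for agonist activity, followed by capsaicin at EC20 final and 2 min further read for enhancement.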
uPA generation = qHTS for Inhibitors of Cell Surface uPA Generation. cell surface uPA generation assay, qHTS. Potency, µM (doses to about 38.3 µM), for inactives: at the highest dose activity change, negative = inhibition, usual class: inhibitors. 0.31% of 330,000 active; active = well fitted inhibition curve with a large enough effect; inconclusive = small, poorly fitted or top-dose-only effect; inactive = no such curve, though single readings can be large or run the other way; tested in mouse RAW 264.7 cells; note: potency is the fitted concentration of half-maximal effect; % is set by controls: 0 for no effect and ±100 for the full control effect; nearly all actives have a fitted effect of over 55% in size
S-ASM inh = Inhibitors of Secretory Acid Sphingomyelinase (S-ASM): qHTS. placental ASM, HMU-PC fluorogenic substrate, 60 min. Potency, µM (top dose mostly 57.5 µM), for the others: at the highest dose activity change, negative = inhibition, most hits filed as inhibitors. 0.006% of 340,000 active. AID 504937, 2011; note: potency is the fitted concentration of half-maximal effect
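HMU-PC0 cleavage (9 uM final) by human placental ASM, 60 min at 37 °C following 10 min compound exposure at RT; stopped at pH 10, fluorescence Ex 386/Em 447 nm.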
ELG1 genotox = qHTS screen for small molecules that induce genotoxicity in human embryonic kidney (HEK293T) cells expressing luciferase-tagged ELG1. HEK293T ELG1-luciferase reporter, luminescence, 16 h. Potency, µM (top dose mostly 46 µM), for inactives: top-dose activity change, positive = activation, most hits filed as activators. 1.3% of 330,000 active. AID 504466, 2011; note: potency is the fitted concentration of half-maximal effect; % of control where 0% means no effect; nearly all actives have a fitted effect of over 60% in size
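After overnight (16 hr) compound treatment at 37 °C, ELG1-luciferase HEK293T cells were lysed with ONE-Glo; luminescence quantified 30 min later at room temperature.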
BRCA1 expr act = qHTS Assay to Identify Small Molecule Activators of BRCA1 Expression; Potency, µM (titrated, usually from 46.1 µM), without a hit: at the top dose activation, most hits filed as activators; 1.1% of 380,000 active; MCF7-BRCA1-FFLuc reporter, luminescence, 48 h; response scale: scaled: vehicle 0%, 10 µM genistein 100%; note: potency is the fitted concentration of half-maximal effect; nearly all actives have a fitted effect of over 80% in size; some results filed as inactive show a strong effect at the top dose
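MCF7-BRCA1-FFLuc, 2000 cells/well; 2 h attach, 37 °C/5% CO2; compound 48 h; luciferase substrate 15 min; luminescence end-point. Norm. to genistein 10 microM max activation and DMSO; concentration-response curves fitted.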
B2AR arrestin = qHTS assay of beta-arrestin-biased ligands of beta2-adrenergic receptor | beta-arrestin recruitment to beta2AR, cell-based reporter | Beta-2 adrenergic receptor (Homo sapiens), P07550 | Potency, µM (top dose mostly 46.1 µM), for the others: at the highest dose activation, actives largely listed as activators | AID 492947, 2010 | 0.02% of 330,000 active;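 note: potency is the fitted concentration of half-maximal effect; 0% = DMSO controls and full agonism = EC100 isoproterenol or metaproterenol; nearly all actives have a fitted effect of over 65% in size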
Target sequence (P07550 whole entry, looked up): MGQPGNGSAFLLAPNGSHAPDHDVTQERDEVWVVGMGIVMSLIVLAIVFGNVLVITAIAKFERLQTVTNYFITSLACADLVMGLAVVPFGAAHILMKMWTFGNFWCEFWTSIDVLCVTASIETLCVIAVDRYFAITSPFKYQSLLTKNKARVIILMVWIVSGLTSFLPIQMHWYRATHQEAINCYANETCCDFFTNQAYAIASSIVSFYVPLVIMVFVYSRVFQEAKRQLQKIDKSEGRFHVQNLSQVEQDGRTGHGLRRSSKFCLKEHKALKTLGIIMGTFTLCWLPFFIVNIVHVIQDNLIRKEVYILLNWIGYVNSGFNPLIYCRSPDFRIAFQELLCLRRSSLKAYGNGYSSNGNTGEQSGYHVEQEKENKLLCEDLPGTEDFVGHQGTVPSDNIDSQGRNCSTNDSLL
p53 reactivator = qHTS assay for re-activators of p53 using a Luc reporter | 0.063% of 320,000 active | Potency, µM (series often up to 92.2 µM), for the others: top-dose activity change, positive = activation, usual class: activators | H1299 p53-A138V BP100-luciferase reporter, luminescence, 24 h | AID 504706, 2011; note: potency is the fitted concentration of half-maximal effect; % of control where 0% means no effect; nearly all actives have a fitted effect of over 45% in size
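p53-null H1299 cells stably carrying temperature-sensitive p53-A138V and a BP100-luciferase reporter were pinned with compounds (4-point, 1:5 series) and held 24 hrs at 37 deg C. Luminescence was read 10 min after detection reagent.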
Active calls of the source: *; ? = inconclusive; . = not tested or not shown; [ ] = remark or other dose. Unless noted, calls come from the whole dose curve; as a rule, active = well fitted curve in the direction sought with a large enough effect; inconclusive = small, poorly fitted or top-dose-only effect, or another doubt; inactive = no such curve, though single readings can be large; an effect the other way counts as inactive or inconclusive. This is a random part of the collection; about 2.6% have a hit in one of these screens.

SMILES | PTAP TSG101 blk | USP2a block | Integrin act MD | Eya2 phos inh | TRPV1 agonist | uPA generation | S-ASM inh | ELG1 genotox | BRCA1 expr act | B2AR arrestin | p53 reactivator
COc1ccc(CC(NC(C)=O)C(=O)NC2CCN(C(=O)Nc3ccc(C#N)cc3)CC2)cc1OC (stereo not drawn) | -4% | -1% | 14% | 11% | -9 | . | -1% | 1% | 6% | -0.1% | 23%
C=CCn1cnc2c(nnn2-c2cc(C)cc(C)c2)c1=O | -2% | 1% | -29% | -7% | 0 | -3% | -2% | 0% | -16% | -0.1% | -1%
CC1CC(CC(=O)NNc2nc(-c3ccccc3)cs2)C(=O)O1 (stereo not drawn) | -2% | 1% | 7% | -6% | 3 | 3% | 0% | 2% | -12% | 0.0% | 8%
CC1CCCCC1N=CC1=C(O)CC(C)(C)CC1=O (stereo not drawn) | -5% | 0% | 6% | 1% | 8 | 7% | 2% | 8% | 12% | 0.0% | 4%
Cn1cccc1CNCC(O)c1ccccc1 (stereo not drawn) | -1% | 3% | 4% | 8% | 2 | -4% | 3% | 3% | -4% | -0.3% | 1%
O=S1(=O)C=CC(N2CCOCC2)C1 (stereo not drawn) | 0% | -1% | 6% | -3% | 2 | 10% | -5% | 0% | 14% | 0.0% | 4%
Cc1nnc(NC(=O)CSc2ccc([N+](=O)[O-])cn2)s1 | -4% | 2% | 0% | 12% | -1 | 1% | 0% | 0% | -18% | 0.1% | 2%
O=c1c2ccccc2nc(-c2ccccc2)n1/N=C/c1ccc([N+](=O)[O-])cc1 | -3% | 1% | -19% | -5% | ? | 3% | 1% | 3% | -2% | -1.1% | 4%
O=C1OCc2ccc(NC(=O)c3c(F)cccc3Cl)cc21 | 1% | 2% | 29% | 2% | 2 | -4% | 2% | 9% | 30% | 0.0% | 5%
COC(CNC(=O)c1cc(-c2ccncc2)nc2ccc(S(=O)(=O)N3CCOCC3)cc12)OC | -6% | 5% | -15% | -9% | 4 | 15% | 0% | -10% | -1% | 0.0% | -4%
FC(F)(F)c1cc(-c2cccs2)n[nH]1 | 0% | 5% | 0% | 1% | 3 | -1% | -1% | -2% | -17% | -0.1% | -5%
O=C(Nc1ccc(S(=O)(=O)Nc2ccccc2F)cc1)N1CCCCC1 | -1% | 2% | 7% | -13% | 1 | 1% | 4% | -5% | -27% | 0.1% | 2%
COc1ccc(Cl)cc1C(=O)Nc1cccc(-c2ccc3nncn3n2)c1 | -2% | ? | ? | -2% | -4 | -3% | -4% | 10% | -14% | 0.0% | -3%
Cc1ccc(-c2nnc(N(C)C(=O)c3ccncc3)s2)cn1 | -2% | 0% | 4% | 8% | 0 | -4% | 9% | 12% | 68% | -0.1% | 9%
COc1c2ccoc2c(OCC=C(C)C)c2oc(=O)ccc12 | -1% | 1% | -16% | -2% | 17 | -13% | 3% | 1% | -5% | -1.9% | -11%
CC(=O)c1cc2c(O)c(O)ccc2o1 | -5% | -1% | -13% | -22% | -3 | -7% | 11% | 2% | -12% | -0.2% | -7%
CN1C/C(=C\c2ccc(N3CCOCC3)cc2)C(=O)/C(=C/c2ccc(N3CCOCC3)cc2)C1 | 24% | -1% | -53%[inhibitor] | 1% | 22 | 0% | -10% | -9% | -44% | -0.4% | 6%
Cc1cccc(Nc2ncnc3onc(-c4ccc(F)cc4)c23)c1C | -3% | 1% | -12% | 5% | 5 | ? | -4% | 3% | 0% | -0.2% | 6%
CCc1ccc(C(CNc2nc(C(F)(F)F)nc3ccccc23)N(C)C)cc1 (stereo not drawn) | -1% | 0% | -7% | -17% | 0 | 1% | 18% | -2% | -81%[inhibitor] | -0.2% | 12%
Cc1cccc(NC(=O)c2cc(S(=O)(=O)NCc3ccco3)ccc2F)c1C | -2% | 0% | -15% | 2% | 0 | . | -1% | -4% | -3% | 0.0% | -18%
COc1cc(OC)c(OC)cc1/C=C/c1cc(C(=O)O)c2ccccc2n1 | -1% | 2% | ? | 11% | 6 | -22% | 8% | 3% | 27% | 0.2% | -3%
CC1CCN(CCOCCOc2ccc(Br)cc2Cl)CC1 | 0% | -1% | -58%[inhibitor] | 3% | 3 | ? | -3% | -3% | -51% | -0.4% | -4%
COc1ccc(Cl)cc1N(CC(=O)N1CCN(Cc2ccccc2)CC1)S(C)(=O)=O | -2% | -3% | -29% | 5% | 0 | 0% | 5% | -4% | 2% | -0.3% | 3%
O=C(NCC1CCCO1)C1CCN(S(=O)(=O)c2cccc3cccnc23)CC1 (stereo not drawn) | -5% | -3% | 1% | 4% | 4 | 5% | -2% | -13% | -6% | -0.5% | 0%
Cc1cc(NC(=O)CSc2nnc(C3CC3)n2N)c([N+](=O)[O-])cc1C | 1% | 2% | 22% | -12% | -3 | 3% | -3% | 0% | -32% | 0.3% | -8%
Remaining list, next part:
SMILES | PTAP TSG101 blk | USP2a block | Integrin act MD | Eya2 phos inh | TRPV1 agonist | uPA generation | S-ASM inh | ELG1 genotox | BRCA1 expr act | B2AR arrestin | p53 reactivator
COc1ccccc1N1C(=O)c2ccc(C(=O)Nc3ccccc3O)cc2C1=O | -3% | -1% | -10% | 12% | 0 | -9% | -2% | -2% | -17% | 0.1% | 10%
Cc1ccc(N2CCN(C(=O)NC3CCCCC3)CC2)c(C)c1 | 1% | -3% | -20% | -6% | -1 | 5% | 1% | 0% | 5% | -0.5% | .
COc1ccc(C(=O)NC2CC2)cc1OC1CCN(Cc2ccc(F)c(F)c2)CC1 | -1% | 2% | -10% | -1% | 5 | ? | 3% | -1% | -2% | -0.2% | -4%
O=C(CCN1C(=O)/C(=C/c2ccccc2Cl)SC1=S)N1CCCC1 | -1% | 2% | -5% | -1% | -2 | -2% | -2% | -9% | 0% | -0.8% | -32%[inhibitor]
C=CCn1c(SCc2csc(-c3ccc(C)cc3)n2)nnc1-c1ccccc1OC | 0% | -6% | -32% | -9% | 0 | -8% | -3% | -5% | -59% | 0.2% | 9%
Cc1ccc(NS(=O)(=O)c2ccc(-n3cccn3)cc2)cc1F | -1% | 2% | ? | -4% | 1 | -2% | -6% | -5% | -14% | -0.1% | 2%
Cc1cc(=O)[nH]c(SCCOc2cccc(C(F)(F)F)c2)n1 | -2% | -2% | 25% | 5% | ? | 7% | -1% | -2% | 28% | -0.7% | -2%
O=C(COc1ccccc1Cl)NCc1ccncc1 | -5% | 5% | -1% | 1% | 0 | 0% | 0% | 3% | -16% | 0.2% | -4%
O=[N+]([O-])c1ccccc1SNc1ccc(Br)cn1 | -1% | 1% | -29% | 3% | -5 | -9% | -7% | 2% | -12% | 0.3% | 3%
COc1cc(C2c3c(oc4ccc(C)cc4c3=O)C(=O)N2c2cc(C)ccn2)cc(OC)c1OC (stereo not drawn) | . | 0% | . | -30% | 26 | . | . | 0% | . | -0.4% | 29%
Cc1cc(C)n(-c2ccc(C(=O)OCC(=O)Nc3ccccc3F)cc2)n1 | 3% | -1% | 7% | 7% | . | -1% | 5% | 2% | 14% | -0.1% | 0%
CCCCn1nnc(NC(=O)CCC)n1 | -5% | 2% | 0% | 7% | -1 | . | -1% | 1% | 0% | 2.8% | 2%
Cc1cc(=O)n(C)c(=O)n1CC(=O)N1CCCCCC1 | -2% | -2% | 5% | 9% | 6 | 6% | 2% | -3% | -13% | -0.6% | 6%
Cc1ccc2nc(COC(=O)c3cnccn3)cc(=O)n2c1 | -4% | 4% | -29% | -35% | . | 9% | 12% | 4% | 0% | 0.1% | -2%
CCCCn1c(N)c(N(CCOC)C(=O)COC(=O)CSc2cc(C)c3ccccc3n2)c(=O)[nH]c1=O | -12% | 0% | -5% | 6% | 0 | 1% | -1% | 0% | -14% | -0.1% | 8%
